# LGR2 inh = inhibitors of bursicon-induced Drosophila LGR2 receptor cAMP signaling; 380,000 tested, 0.35% active; inhibition, % at 9.99 µM; HEK293 LGR2, CRE-luciferase, bursicon-stimulated, 4 h; AID 720647;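 active = drop in luminescence signal, shown as inhibition above about 50% in the replicate tests, limit read from the data, passing the limit was not always enough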;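 also: agonist challenge used bursicon conditioned medium at about half maximal strength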
# PAX8 reporter = lowers PAX8-driven luciferase in RMG-I cells; RMG-I TPO-luciferase reporter, SteadyGlo, 24 h; 360,000 tested, 1.2% active; inhibition, % at 12.6 µM;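 active = mean replicate inhibition at least 60% with every replicate also reaching 60%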;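 also: luciferase light reporting Pax8 driven TPO promoter activity; plate controls were median of neutral control wells for no effect and mitoxantrone controls for full effect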
# Cneo AK release = causes C. neoformans cell lysis. 360,000 tested, 0.2% active. adenylate kinase release luminescence, 4 h; normalised: neutral wells 0, clomiphene wells 100. AID 651654. lysis activity, % at 15 µM;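 active = mean lysis activity across replicates of at least 80%, whatever share of replicates individually reach that level; inactive = mean lysis activity below 80%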
#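 Assay system: C. neoformans cells. Amount: yeast cell density of 5 × 10^6 cells/mL. Technique: AK luminescence. Buffer or medium: YPD. Times: static 4 h at 37 °C with compound, 1 h detection. Dosing: single-point compound dose. Read-out: lysis from increased AK signal.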
# INS-1E GSIS act = GLuc luminescence reporter in INS-1E cells, primary screen for activators of glucose-dependent secretion of insulin; activation, % at 16.6 µM; INS-1E GLuc reporter insulin secretion, 2-3 h; AID 743287; 370,000 tested, 0.61% active;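 active = lowest replicate activation of at least 40%, so every replicate reaches that level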;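 also: 0% = median of neutral control wells and 100% = median of IBMX positive control wells; some compounds called inactive have numbers as strong as hits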
# PGC1a acetyl inh = lowers PGC1a acetylation signal in U2OS cells; AlphaScreen anti-acetyl-lysine; with virally co-expressed GCN5 acetyltransferase; inhibition, % at 15.6 µM; 350,000 tested, 0.17% active; AID 651687;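 active = every replicate shows inhibition of at least 40%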;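 also: 0% = neutral control wells and 100% = positive control wells; some results beyond the cut were filed as inactive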
# C2C12 statin = suppressors of simvastatin-induced myotoxicity in C2C12 myotubes; ATP luminescence, 48 h; scaled: DMSO 0, geranylgeraniol control 100; rescue of ATP level, % at 7.49 µM; 330,000 tested, 0.78% active;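 active = mean ATP rescue above about 67%, or every replicate alone reaching that limit, limit read from the data, passing the limit was not always enough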;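 also: myotubes were challenged with 10 µM simvastatin during compound exposure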
# PglD inh = blocks C. jejuni PglD acetyltransferase activity | inhibition, % at 12.5 µM | AID 602405 | purified PglD enzyme, DTNB colorimetric CoA detection | 360,000 tested, 0.098% active; in the data active = inhibition above about 16%, passing the limit was not always enough; also: strong numbers were not always called active
# ARNT-TACC3 inh = ARNT/TACC3 interaction disruption | inhibition, % at 9.99 µM | 390,000 tested, 0.66% active | AlphaScreen His-ARNT PAS-B/GST-TACC3 binding, luminescence; TACC3 fragment carries E629A point mutation;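 active = mean inhibition of replicates at least 50% and at least half of replicates each reaching 50%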;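 also: 0% = complete ARNT plus TACC3 wells and 100% = ARNT alone without TACC3; many hits fall short of the cut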
# The depositor's hits bear a star; . = no result given; & = joins results of further samples. Compounds were not picked by outcome. Share with any hit: about 2.9%.
SMILES,LGR2 inh,PAX8 reporter,Cneo AK release,INS-1E GSIS act,PGC1a acetyl inh,C2C12 statin,PglD inh,ARNT-TACC3 inh
C[C@@H]1CCCCO[C@@H](CN(C)C(=O)Nc2ccc3c(c2)OCO3)[C@H](C)CN([C@H](C)CO)C(=O)c2cc(NC(=O)c3ccncc3)ccc2O1,-1.8,.,0.7,-11.2,3.5,.,-2.5,3.8
CC(=O)N1CCC(C(=O)Nc2ccccc2)(N(Cc2ccccc2)C(=O)c2cccnc2)CC1,.,.,-4.6,.,-2.7,3.4,0.2,-6.8
C=CCOn1c(=O)c(-c2ccc(C)cc2)[n+]([O-])c2ccccc21,-12.2,3.0,-0.1,9.8,2.8,-10.6,-1.5,1.5
O=C(CSc1nnc(CNC(=O)c2ccco2)o1)Nc1ccc(Cl)cc1,6.1,-9.3,.,6.5,8.4,6.5,.,0.9
C[C@@H]1CN([C@H](C)CO)C(=O)c2cc(NC(=O)Nc3ccc4c(c3)OCO4)ccc2O[C@@H]1CN(C)CC1CCCCC1,7.4,3.0,-61.7,3.0,.,-9.9,-1.2,-28.9
CCN1C(=O)c2cccc3c(S(=O)(=O)Nc4ccc(O)c(C(=O)O)c4)ccc1c23,11.3,4.5,1.6,6.8,.,4.5,-10.9,12.4
CC(=O)Nc1ccc(S(=O)(=O)Nc2nc3c(s2)CCCC3)cc1,.,.,-0.4,.,-10.6,2.3,-10.2,-9.2
Cc1noc(C)c1COc1ccccc1C(=O)N1CCN(S(=O)(=O)c2ccc(F)c(F)c2)CC1,-3.7,-8.0,0.5,-4.3,.,-13.4,-0.2,5.8
O=C(NC1CC2CCCC(C1)N2C(=O)Nc1ccccc1)c1ccccc1 (configuration not stated),-3.4,-4.6,-1.1,2.6,.,1.2,1.2,3.1
COc1ccc(NC(=O)C2=CC(c3ccc(OC)c(OC)c3)=NS(=O)(=O)N2C)cc1,7.0,16.7,-0.7,8.6,0.9,7.3,-10.9,12.4
CC(C)(C)[S@](=O)N1Cc2cc(C(=O)NC3CCCC3)nc(-c3cccc(Br)c3)c2[C@@H]1CCO,13.8,-27.6,.,9.1,-14.7,.,.,.
S=C1NC[C@H](Cc2ccccc2)N1CCCCC1CCCCC1,-22.9,-31.9,22.4,-15.2,.,18.8,2.1,1.3
CCOC(=O)c1cccc(NC(=O)CCc2nnc3ccc(N4CCN(C)CC4)nn23)c1,1.4,-7.2,0.5,23.8,9.9,-1.6,3.6,-3.4
CCCN(C)C[C@@H]1OCCCC[C@@H](C)Oc2ccc(NS(=O)(=O)c3cccs3)cc2C(=O)N([C@@H](C)CO)C[C@@H]1C,11.4,-0.2,3.1,-9.2,5.1,.,-2.9,-0.7
O=C(C[C@H]1C/C=C\C[C@H](NC(=O)OCC2c3ccccc3-c3ccccc32)C(=O)OC[C@@H]2CCCN2C1=O)NCCO,6.3,6.7,3.3,-12.7,.,-24.1,-0.2,0.3
COc1cc2c(cc1OC)C(C)N(S(=O)(=O)c1cn(C)cn1)CC2 (configuration not stated),-14.3,-13.8,0.5,8.7,0.2,.,-0.6,.
COc1ccc2oc(C(=O)NCc3ccccc3CN3CCCC3)c(C)c2c1,-6.2,-9.0,-0.8,-0.6,-4.8,-5.9,-0.5,.
CCOc1ccc(Nc2nc3c(c(=O)[nH]2)CCCC3)cc1,.,-27.0,-1.0,.,4.9,-17.5,-1.8,-0.4
Cc1ccccc1S(=O)(=O)N1[C@H](C#N)[C@@H](c2ccc(-c3ccccc3)cc2)[C@@H]1CO,12.4,13.3,0.1,6.5,2.5,-16.2,-0.1,10.5
Cc1c(Cl)cccc1NC(=O)CSc1ncnc2c1cnn2CCc1ccccc1,.,.,-1.9,.,.,1.8,3.0,-0.2
CCCC(=O)n1nc(-c2ccco2)nc1SCc1ccccc1,.,.,-1.2,.,-10.4,3.7,6.3,.
C[C@H](CO)N1C[C@H](C)[C@@H](CN(C)C(=O)NC2CCCCC2)Oc2ccc(NS(=O)(=O)c3ccc(F)cc3)cc2C1=O,-10.8&12.5,1.5&-2.7,-9.6&0.0&5.2,14.4,-1.3&1.3&1.7,-15.9&4.0&-7.2,2.3&3.7&0.2,-6.6&-1.8&6.8
CCCN1C[C@H](C)[C@H](OC)CN(C)C(=O)c2cc(NC(=O)c3cnccn3)ccc2OC[C@H]1C,3.1,.,-3.2,1.4,-2.8,-2.0,0.8,-6.5
CC(C)c1ccc(S(=O)(=O)N2CCN(C(=O)C3CCCCC3)CC2)cc1,-1.0,6.3,1.1,-17.7,-8.7,21.0,4.8,1.7
O=C(NCC1CCCO1)C1CC(=O)N(C2CCCC2)C1 (configuration not stated),6.1,.,-2.9,15.2,8.1,-1.5,4.9,5.2
COc1cc(C2c3sc(=O)[nH]c3SC3C(=O)N(c4ccc(C)cc4)C(=O)C32)ccc1O (configuration not stated),6.1,1.7,-4.9,-28.8,6.6,-2.6,-2.0,13.5
Cc1ccnc(NC(=O)Nc2ccc(F)cc2)c1,.,.,-17.7,.,1.4,.,-2.3,-7.0
Nc1nonc1-n1nnc(C(=O)N/N=C/c2ccc(OCc3ccccc3F)cc2)c1CNc1ccccc1,-2.6,-67.0,0.2,-0.4,-13.1,-1.8,1.1,-1.7
COc1ccc(-c2cnc3c(c2)C(=O)N([C@H](C)CO)C[C@H](C)[C@H](CN(C)Cc2ccc(F)cc2)O3)cc1,.,1.7,98.0*,.,-15.0,54.4,-0.9,7.9
CN1OC[C@@H]2CN[C@H](c3cccc(-c4cc(Cl)cc(Cl)c4)c3)C[C@@H]21,17.9,4.6,1.3,-5.6,11.4,-3.8,-4.3,2.3
COc1ccccc1N1CCN(C(c2ccccc2)c2nnnn2CCc2ccccc2)CC1 (configuration not stated),.,.,-0.3,.,-9.6,12.0,-4.0,3.5
C[C@H]1CN([C@@H](C)CO)C(=O)c2cc(/C=C/c3ccccc3)cnc2O[C@H]1CN(C)S(=O)(=O)c1cn(C)cn1,6.9,-31.9,-11.8,23.9,-2.9,-2.3,-0.7,-13.0
Cc1ccc(C(=O)N2CCC(C(=O)c3ccc(F)cc3)CC2)cc1,-0.2,27.5,1.4,.,7.4,6.4,-9.3,-6.4
C[C@@H]1CN([C@@H](C)CO)S(=O)(=O)c2ccc(C#CC3CC3)cc2O[C@H]1CN(C)Cc1ccccn1,-30.8,.,-3.5,-6.2,-26.8,-53.1,-0.6,17.4
O=C(Nc1ccc(C(=O)NCc2ccccc2)cc1)C1=CSCCO1,-33.6,-84.1,2.9,-0.8,.,-13.0,-0.9,8.0
COc1ccc(C#Cc2ccc3c(c2)[C@]2(C(=O)N3)[C@H](C(=O)N3CCc4cc(OC)c(OC)cc4C3)[C@H]3C(=O)O[C@H](c4ccccc4)[C@H](c4ccccc4)N3[C@@H]2c2ccccc2OCCO)cc1,.,4.5,0.7,.,.,.,6.0,-6.5
CN(C)c1nc(OCCNC(=O)Nc2ccccc2)nc(N(C)C)n1,-5.8,.,-4.6,24.0,-21.6,-2.0,2.9,.
C[C@@H]1CN([C@@H](C)CO)S(=O)(=O)c2ccc(-c3ccccc3)cc2O[C@H]1CN(C)C(=O)CN(C)C,-12.0,-3.6,-11.7,5.0,-2.1,-17.8,-0.6,2.6
Cc1cccc(C(C)C)c1-n1nnnc1-c1ccccc1,0.1,.,-16.2,-39.3,.,-14.6,1.9,1.1
NC(=O)c1ncn([C@@H]2O[C@H](CNCc3cnc(N4CCOCC4)nc3)[C@@H](O)[C@H]2O)n1,-7.3,-7.2,3.4,16.9,33.7,-3.8,-2.3,-9.8
CCCN(C)C[C@H]1Oc2ncc(C#Cc3ccccc3OC)cc2C(=O)N([C@@H](C)CO)C[C@H]1C,-21.1,-13.6,.,-16.6,7.6,-7.5,.,.
CC1=C(C(=O)N(C)C)CC(CC(=O)NCC2CCCCC2)C(=O)N1Cc1ccccc1 (configuration not stated),8.6,-2.3,-0.4,3.9,-1.0,8.0,-1.8,.
COc1ccccc1CNC(=O)C1CCC(CNS(=O)(=O)c2cccs2)CC1 (configuration not stated),4.3,10.6,2.0,10.6,-7.3,11.6,-2.4,-3.9
C[C@H]1CCCCO[C@@H](CN(C)S(=O)(=O)c2ccc(Cl)cc2)[C@@H](C)CN([C@@H](C)CO)C(=O)c2cc(NS(=O)(=O)c3cn(C)cn3)ccc2O1,-3.9,-1.8,0.9,-23.9,3.5,.,-2.3,-1.9
O=C(C[C@H]1C[C@H]2c3cc(NS(=O)(=O)c4ccc(F)cc4)ccc3O[C@H]2[C@H](CO)O1)NCc1cccnc1,6.0,-19.9,-9.9,1.8,0.2,3.1,-2.7,0.9
CO[C@@H]1CN(C)C(=O)c2cc(NC(C)=O)ccc2OC[C@@H](C)N(S(C)(=O)=O)C[C@H]1C,-26.8,9.5,-5.1,5.1,29.6,3.0,-2.6,-0.5
COC(=O)c1sccc1NC(=O)CN(C)NS(=O)(=O)c1ccc(F)cc1,.,.,-1.1,.,12.3,.,-0.8,-3.3
O=C(Nc1ccc2nc(C3CC3)n(Cc3ccc(F)cc3)c(=O)c2c1)c1ccco1,.,.,3.5,.,-12.9,33.0,-1.6,.
CC(C)CC(=O)Nc1nc2ccc(S(=O)(=O)N3CCOCC3)cc2s1,22.3,.,-3.0,10.8,.,-6.9,1.9,-5.4
COCCNC(=O)C[C@@H]1C[C@@H]2c3cc(NC(=O)COC)ccc3O[C@@H]2[C@H](CO)O1,-3.8,6.6,0.1,10.4,16.7,6.1,2.0,-5.8

# Ordered by the number under PGC1a acetyl inh (ascending): some entries from above.
Compound | PGC1a acetyl inh
C[C@H]1CCCCO[C@@H](CN(C)S(=O)(=O)c2ccc(Cl)cc2)[C@@H](C)CN([C@@H](C)CO)C(=O)c2cc(NS(=O)(=O)c3cn(C)cn3)ccc2O1 | 3.5
CCCN(C)C[C@H]1Oc2ncc(C#Cc3ccccc3OC)cc2C(=O)N([C@@H](C)CO)C[C@H]1C | 7.6
COCCNC(=O)C[C@@H]1C[C@@H]2c3cc(NC(=O)COC)ccc3O[C@@H]2[C@H](CO)O1 | 16.7

# The results go on:
SMILES,LGR2 inh,PAX8 reporter,Cneo AK release,INS-1E GSIS act,PGC1a acetyl inh,C2C12 statin,PglD inh,ARNT-TACC3 inh
COc1ccc(CN2[C@H](CO)[C@H]3c4ccccc4N(C(=O)NC(C)C)C[C@H]32)cc1,-7.6,-6.7,-1.0,2.1,-1.2,-10.0,1.0,5.3
COc1ccc(C)cc1NC(=O)c1ccccc1NS(=O)(=O)c1ccc(Cl)s1,19.1,34.3,6.8,-53.9,4.7,-218.8,1.2,6.6
C#CCOCCOCCOCCNc1nc(N2CCN(C(=O)[C@H](CCCCN)n3cc([C@@H](N)CC(C)C)nn3)CC2)nc(N2CCN(C(=O)[C@H](Cc3cc4ccccc4[nH]3)n3cc([C@@H](N)Cc4ccc(O)cc4)nn3)CC2)n1,.,.,-0.4,.,.,4.8,0.0,46.1*
O=C(CCC(=O)NC1CCCCCC1)Nc1nnc(C(F)(F)F)s1,.,.,7.5,-3.3,7.3,-29.2,0.9,-5.0
O=C(N/N=C/c1ccccn1)c1cccc(NC(=O)c2ccccc2Cl)c1,-6.4,-16.2,.,3.9,.,3.0,.,63.1*
CCNC(=O)/N=C1/NC(=O)C(C(C)C)O1 (configuration not stated),.,.,3.6,.,1.7,5.9,1.8,3.4
O=C(Nc1ccc(Cl)cc1)N1C[C@H]2[C@@H](c3ccccc31)[C@@H](CO)N2CC1CCCCC1,9.7,19.2,-0.5,-4.8,-8.9,-23.8,0.6,-2.6
CCCCCCCOc1ccc(-c2ccc(C#N)cn2)cc1,3.1,-1.1,3.0,-5.7,4.6,.,13.8,-9.1

# Screens deposited in PubChem by Broad Institute.
